# Screens (PubChem BioAssay)
# GLS inhibitor: qHTS for Inhibitors of Glutaminase (GLS) | Glutaminase kidney isoform, mitochondrial (Homo sapiens), O94925 | GLS enzymatic activity, qHTS titration | Potency, µM (doses to about 45.5 µM), for inactives: at the highest dose activity change, negative = inhibition, usual class: inhibitors | 0.21% of 410,000 active | AID 624170, 2012; further: potency means the concentration at half of the fitted maximal effect; on the % scale 0 is the no-effect control and ±100 the full control effect
# Target sequence (O94925 whole entry, looked up, canonical isoform): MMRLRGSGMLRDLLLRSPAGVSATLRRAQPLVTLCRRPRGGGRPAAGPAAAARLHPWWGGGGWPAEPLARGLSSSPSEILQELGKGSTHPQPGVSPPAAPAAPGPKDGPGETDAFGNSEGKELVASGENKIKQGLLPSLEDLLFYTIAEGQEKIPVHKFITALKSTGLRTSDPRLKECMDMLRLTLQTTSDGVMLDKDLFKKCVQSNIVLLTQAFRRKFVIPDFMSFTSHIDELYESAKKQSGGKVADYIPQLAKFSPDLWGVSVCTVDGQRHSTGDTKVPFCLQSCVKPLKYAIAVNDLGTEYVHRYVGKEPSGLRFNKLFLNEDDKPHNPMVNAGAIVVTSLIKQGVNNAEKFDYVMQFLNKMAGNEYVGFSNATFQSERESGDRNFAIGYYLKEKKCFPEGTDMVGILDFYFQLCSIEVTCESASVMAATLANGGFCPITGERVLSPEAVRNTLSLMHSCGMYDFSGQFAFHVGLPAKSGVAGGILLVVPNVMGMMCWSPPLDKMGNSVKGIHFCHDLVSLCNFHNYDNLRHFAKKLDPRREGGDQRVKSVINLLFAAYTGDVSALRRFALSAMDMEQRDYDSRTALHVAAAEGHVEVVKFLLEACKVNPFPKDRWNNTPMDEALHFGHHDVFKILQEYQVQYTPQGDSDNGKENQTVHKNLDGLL
#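 Compounds were pin-transferred onto hKGA, after which L-glutamine (1 mM solution) and a detection mix of glutamate oxidase, HRP and Amplex Red were added. Initial and 30 min RT fluorescence reads were collected.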
# Pin1 inh: qHTS Assay to Find Inhibitors of Pin1; AID 504891, 2011; Peptidyl-prolyl cis-trans isomerase NIMA-interacting 1 (Homo sapiens), Q13526; Pin1 FP peptide displacement, HiFluor488, 10 min; 0.009% of 390,000 active; Potency, µM (doses to about 115 µM), for the others: at the highest dose activity, negative = inhibition, usual class: inhibitors; active means well fitted inhibition curve with a large enough effect in the polarisation, with a control signal flat, not every such curve was filed as active; inconclusive means small, poorly fitted or top-dose-only effect, or effect the other way, or a change in a side signal; inactive means no such curve, though single readings can be large or run the other way; the % refers to the polarisation; further: potency means the concentration at half of the fitted maximal effect; on the % scale 0 is the no-effect control and ±100 the full control effect
# Target sequence (Q13526 whole entry, looked up): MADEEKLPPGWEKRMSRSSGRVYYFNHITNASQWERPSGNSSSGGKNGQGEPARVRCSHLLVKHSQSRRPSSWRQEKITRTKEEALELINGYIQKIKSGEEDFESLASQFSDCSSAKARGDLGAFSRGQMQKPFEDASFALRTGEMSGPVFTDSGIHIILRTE
# PI4K2A inh: qHTS for small molecular inhibitors of PI4K2A | Phosphatidylinositol 4-kinase type 2-alpha (Homo sapiens), Q9BTU6 | purified PI4K2A, ADP-Glo luminescence, 1 h; hits give low values | activity change, negative = inhibition, % at 76.9 µM | 0.13% of 420,000 active | AID 1346378, 2018; in the data active means activity change below about -50%; inconclusive means mostly about -30% to -49%;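 further: -100% = wells without enzyme as full effect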
#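 PI4K2A activity was measured by ADP-Glo luminescence: enzyme (4 ug/mL stock) and phosphatidylinositol (1.2 mM stock) in Tris pH 7.5/MgCl2/EGTA/Triton X-100 buffer were reacted with ATP (300 microM stock) for one hour at ambient temperature.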
# PGK inhibitor: qHTS Assay to Find Inhibitors of Phosphoglycerate Kinase | PGK/GAPDH coupled, Kinase-Glo luminescence, 60 min | Potency, µM (highest dose often 57.5 µM), for inactives: at the top dose activity change, negative = inhibition, most hits filed as inhibitors | 0.043% of 380,000 active | AID 602233, 2012; further: potency means the concentration at half of the fitted maximal effect; on the % scale 0 is the no-effect control and ±100 the full control effect; nearly all actives have a fitted effect of over 60% in size
#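 Luminescent ATP detection (Kinase-Glo Plus) follows a 60-minute room-temperature incubation, with wells lacking PGK as controls. Buffer: 100 mM TEA (pH 7.6), 5 mM MgCl2, 0.01% Tween-20. Coupling enzyme GAPDH (100 nM final) supplies unstable 1,3-BPG in-well.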
# Pol eta inh: qHTS for Inhibitors of Polymerase Eta | recombinant Pol eta, fluorescent DNA replication assay | 1.2% of 390,000 active | AID 588591, 2011 | Potency, µM (highest dose often 114 µM), for inactives: top-dose activity change, negative = inhibition, usual class: inhibitors; further: potency means the concentration at half of the fitted maximal effect; on the % scale 0 is the no-effect control and ±100 the full control effect
#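 Fluorescent replication assay: 50 nM final substrate added after a 15 min room-temperature compound preincubation with 10 nM enzyme. Signal taken at 0 min and again at 10 min.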
# G9a block: qHTS Assay for Inhibitors of Histone Lysine Methyltransferase G9a; Histone-lysine N-methyltransferase EHMT2 (Homo sapiens), Q96KQ7; G9a H3K9 monomethylation, AlphaScreen, 2 h; Potency, µM (top dose mostly 102 µM), without a hit: top-dose activity, negative = inhibition, usual class: inhibitors; 8.8% of 350,000 active; AID 504332, 2011; further: potency means the concentration at half of the fitted maximal effect; on the % scale 0 is the no-effect control and ±100 the full control effect; nearly all actives have a fitted effect of over 75% in size
#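 Step 1: enzyme (final 20 nM) with compound, 15 min RT. Step 2: substrate peptide 500 nM and SAM 20 uM, 2 h RT. Step 3: anti-H3K9me1 antibody and AlphaScreen beads, 10 min, then plate read.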
# HP1b chromo inh: HTS for Inhibitors of HP1-beta Chromodomain Interactions with Methylated Histone Tails; Potency, µM (top dose mostly 114 µM), inactives show at the highest dose activity change, negative = inhibition, usual class: inhibitors; Chromobox protein homolog 1 (Homo sapiens), P83916; AID 540317, 2011; AlphaScreen HP1-beta / biotin-H3K9me3 peptide binding; 0.56% of 390,000 active; further: potency means the concentration at half of the fitted maximal effect; nearly all actives have a fitted effect of over 70% in size; inactives centre near 23
# Target sequence (P83916 whole entry, looked up): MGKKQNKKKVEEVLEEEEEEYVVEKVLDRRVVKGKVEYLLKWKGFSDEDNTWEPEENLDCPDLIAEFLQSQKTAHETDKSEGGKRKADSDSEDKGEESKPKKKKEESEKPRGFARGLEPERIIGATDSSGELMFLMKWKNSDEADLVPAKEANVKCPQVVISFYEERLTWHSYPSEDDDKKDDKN
#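 Compound inhibition of the preformed complex between 50 nM HP1-beta and 50 nM biotinylated H3K9me3 peptide was read by AlphaScreen. Buffer was PBS pH 7.4 with 0.01% Tween-20. Incubations ran 30 min at room temperature, with 10 ug/mL donor/acceptor beads.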
# BAZ2B block: qHTS Assay for Inhibitors of BAZ2B; AlphaScreen BAZ2B-H3K14Ac peptide displacement; Potency, µM (doses to about 114 µM), without a hit: at the top dose activity change, negative = inhibition, usual class: inhibitors; 4.4% of 360,000 active; AID 504333, 2011; further: potency means the concentration at half of the fitted maximal effect; on the % scale 0 is the no-effect control and ±100 the full control effect; nearly all actives have a fitted effect of over 60% in size
#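 Compounds, titrated to a top concentration of 110 uM, were incubated 30 min at room temperature with preformed BAZ2B/acetyl-K14 H3 peptide complex (50 nM each). Proximity signal was measured by AlphaScreen after 20 min with beads.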
# JMJD2A Tudor inh: qHTS Assay for Inhibitors of JMJD2A-Tudor Domain | 4.4% of 390,000 active | Potency, µM (top dose mostly 114 µM), for the others: at the highest dose activity change, negative = inhibition, most hits filed as inhibitors | Lysine-specific demethylase 4A (Homo sapiens), O75164 | AlphaScreen JMJD2A-Tudor / H3K4me3 peptide binding; further: potency means the concentration at half of the fitted maximal effect; on the % scale 0 is the no-effect control and ±100 the full control effect; nearly all actives have a fitted effect of over 50% in size
# The depositor's hits bear a star; i = inactive; ? = inconclusive; . = no result given; [ ] = another dose, or the depositor's remark. Unless noted, the call rests on the fitted dose curve; in most records, active means well fitted curve in the direction sought with a large enough effect; inconclusive means small, poorly fitted or top-dose-only effect, or another doubt; inactive means no such curve, though single readings can be large; an effect the other way counts as inactive or inconclusive. Some of the compounds tested (hit frequency here may not be typical).
SMILES,GLS inhibitor,Pin1 inh,PI4K2A inh,PGK inhibitor,Pol eta inh,G9a block,HP1b chromo inh,BAZ2B block,JMJD2A Tudor inh
O=C(N1CCCCCC1)N1CCN(S(=O)(=O)N2CCOCC2)CC1,7%,-1%,-2,-7%,-5%,11%[59 µM],18%,0%,-10%
COC(=O)C1CCN(C(=O)c2ccc3nccnc3c2)CC1,-3%,-12%,2,i,-7%,?,43%[activator],3%,-1%
Cc1cccc(C)c1-n1nnnc1S(=O)(=O)Cc1ccccc1Cl,12%,0%,-1,-5%,-12%,58%[activator][59 µM],53%[activator],-3%,31%
CCOc1ccccc1CNC(=O)c1[nH]c2ccccc2c1Sc1ccccc1,-1%,1%,2,-2%,-22%,-34%[59 µM],-3%,-26%,-28%
CCSC1=NCN(CCCC(=O)O)CN1,0%,-2%,3,-5%,-17%,10%[59 µM],35%,2%,4%
Cc1ccc(CNC(=O)COC(=O)c2cccc(S(=O)(=O)N3CCCCC3)c2)cc1,-4%,5%,-2,i,-17%,1%[59 µM],33%,2%,-7%
c1ccc(CNc2nc3ccccc3[nH]2)cc1,17%,0%,-1,2%,0%,?,23%,-4%,-1%
CC1CCCC(NC(=O)c2ccc3c(c2)OCCO3)C1C (centres undefined),-21%,3%,3,-1%,-15%,19%[12.7 µM],44%[activator],-4%,-8%
CCNC(=O)N1CCCC(C(=O)c2ccc(OC)c(OC)c2)C1 (centres undefined),3%,-1%,-2,-2%,1%,.,39%,-3%,-16%
C=CCn1c(N2CCCC2)nc2c1c(=O)n(C)c(=O)n2C,-8%,-10%,-4,-6%,-3%,.,52%[activator],8%,-6%
CCOc1ccccc1C(=O)NCC(=O)NC(C)c1ccc(-n2ccnc2)cc1 (centres undefined),-3%,-12%,-3,-2%,-14%,17%[0.501 µM],-12%,-2%,-19%
O=S(=O)(NCc1ccc(Cl)cc1)c1ccc(-c2cnc(C3CC3)o2)cc1,-1%,11%,-3,3%,-14%,9%[12.7 µM],22%,-13%,-5%
COCCNC(=O)c1cccc(-n2c(C)nc3cccnc32)c1,5%,0%,2,-9%,-7%,-3%[59 µM],21%,-4%,-5%
CCOc1ccccc1C(=O)Nc1nnc(SCC(=O)N2CCCC2)s1,1%,.,0,i,0%,.,.,.,.
O=C(CC12CC3CC(CC(Br)(C3)C1)C2)Nc1nncs1,6%,-1%,-21,7%,-2%,-6%,2%,1%,1%
COc1ccc2c3c(cccc13)C(=O)N(O)C2=O,8%,?,-1,0%,-8%,-49%[59 µM],20%,-30%,-13%
O=C(COC(=O)/C=C/c1ccc(C(F)(F)F)cc1)NC1CCS(=O)(=O)C1 (centres undefined),-5%,-8%,1,-2%,-19%,?,47%[activator],11%,-14%
O=C(Nc1nnc(-c2ccccc2SCc2ccccc2F)s1)Nc1ccccc1F,11%,-8%,-1,-7%,-5%,-23%[59 µM],32%,2%,-8%
COC(=O)c1ccc(NC(=O)Nc2ccc(F)cc2F)cc1,0%,-4%,-8,-5%,-5%,8%,30%,-7%,7%
CSc1cccc(NC(=O)COc2ccccc2)c1,?,?,1,-3%,-17%,10%[12.7 µM],?,14%,?
C=CCOc1ccc(CNn2cn[nH]c2=S)cc1OC,6%,-3%,-3,-6%,-1%,3.2µM*,24%,-1%,22µM*
O=C(NCCn1cc(SCc2ccccc2F)c2ccccc21)c1c(F)cccc1F,4%,0%,-2,i,-23%,4%,43%[activator],2%,-9%
COc1ccc(CNc2nc3c(-c4ccccc4)nnn3c3ccccc23)cc1,4%,-1%,-1,-4%,-12%,4%[59 µM],44%[activator],-1%,-13%
Cn1c(=O)c2[nH]c(-c3ccccc3Cl)c(O)c2n(C)c1=O,22µM*,?,4,-4%,-23%,45µM*,49%[activator],-26%,7%
CC(=O)Nc1cccc(OCc2ccc(F)cc2)c1,3%,-8%,-3,i,1%,-2%,39%[activator],-3%,-11%
C[C@@H]1CN([C@@H](C)CO)C(=O)c2cc(NC(=O)Nc3ccccc3)ccc2O[C@H]1CN(C)C(=O)Nc1cccc2ccccc12,7%,26%,-3,-6%,-5%,.,24%,.,-14%
Cc1ccccc1NC(=S)NC12CN3CN(CN(C3)C1)C2,-4%,5%,1,1%,-19%,7%[59 µM],32%,-5%,-10%
CCCCN(C)CCCNC(=O)c1cc(-c2cccs2)nc2ccccc12,2%,-12%,-3,i,-1%,-36%,-11%,-15%,-20%
CCCCOc1ccc(Cn2c(=O)sc3ccccc32)cc1OC,-4%,0%,-1,8%,-20%,90%[activator][59 µM],102%[activator],95%[activator],68%[activator]
c1ccc2[nH]c(CN3CCN(c4ncnc5c4oc4ccccc45)CC3)nc2c1,2%,-2%,-6,i,?,?,-15%,-38%,20%[11.4 µM]
C/C(=N\NC(=O)C(=O)Nc1ccc(C)c(Cl)c1)c1ccncc1,-4%,14%,-20,4%,?,26%[59 µM],31%,11%,8%
O=C(Cc1c(O)c2ccccc2oc1=O)c1ccc(F)cc1,0%,-4%,5,-7%,-19%,25%[12.7 µM],41%,-3%,-6%
O=C1NC(=O)C(c2ccc(F)cc2)N1 (centres undefined),0%,5%,-2,i,-18%,0%[59 µM],22%,8%,-6%
Cc1cc(C(=O)NC2CCCc3c2cnn3-c2ccc(C)c(C)c2)n(C)n1 (centres undefined),1%,-2%,0,-7%,-7%,20%,25%,-17%,-4%
COCC1CCN(C(=O)c2ccc3oc(CCc4ccccc4)nc3c2)C1 (centres undefined),1%,.,1,-9%,-13%,.,.,.,.
Cc1cc(=O)n2nc(N3CCC(C(=O)NC(C)c4ccccc4)CC3)sc2n1 (centres undefined),-2%,4%,-1,17%,3%,38%[59 µM],21%,5%,-2%

# Molecules listed so far that have two or more sulfur atoms (two):
SMILES,GLS inhibitor,Pin1 inh,PI4K2A inh,PGK inhibitor,Pol eta inh,G9a block,HP1b chromo inh,BAZ2B block,JMJD2A Tudor inh
CCOc1ccccc1C(=O)Nc1nnc(SCC(=O)N2CCCC2)s1,1%,.,0,i,0%,.,.,.,.
O=C(Nc1nnc(-c2ccccc2SCc2ccccc2F)s1)Nc1ccccc1F,11%,-8%,-1,-7%,-5%,-23%[59 µM],32%,2%,-8%

# Carrying on:
SMILES,GLS inhibitor,Pin1 inh,PI4K2A inh,PGK inhibitor,Pol eta inh,G9a block,HP1b chromo inh,BAZ2B block,JMJD2A Tudor inh
Cc1ccc(NC(=O)CCc2nnc3n(CC(C)C)c(=O)c4ccccc4n23)cc1C,-2%,0%,0,i,-18%,-1%[59 µM],7%,1%,-14%
O=C(CCc1ccc(S(=O)(=O)N2CCOCC2)cc1)N1CCCC1,-10%,-2%,3,i,-9%,-1%[12.7 µM],33%[activator],13%,9%
COc1ccc(N2CCN(C(=O)CSc3nnc4c5cc(C)ccc5n(C)c4n3)CC2)cc1,-2%,0%,-2,3%,1%,?,21%,-6%[57.1 µM],-18%
CCCCCCCCCCCC1=C(O)C(=O)C=C(O)C1=O,42%[activator],28µM*,-12,-7%,-1%,.,?,.,28µM*
COc1ccc(N(C(=O)c2snc(C(N)=O)c2N)C(C(=O)NCc2ccc(F)cc2)c2ccc(O)cc2)cc1 (centres undefined),-5%,15%,-11,0%,-11%,33%,20%,6%,-17%
COCCCNc1oc(-c2ccc(COc3ccc(Cl)cc3)o2)nc1C#N,10%,1%,-2,0%,-16%,8.9µM*,-28%,?,?
COc1ccc(C)cc1NC(=O)Cn1cc(S(=O)(=O)Cc2ccccc2Cl)c2ccccc21,-5%,36%[activator],-2,4%,5%,-25%[59 µM],6%,-10%,-16%
O=C(COC(=O)c1ccc(Cl)c(S(=O)(=O)N2CCc3ccccc3C2)c1)Nc1ncc(Cl)cc1Cl,5%,?,5,12%,-10%,?,14%,0%,-16%
COc1ccc(-c2nnc(SC(C)C(=O)NC3CC3)o2)cc1 (centres undefined),3%,1%,1,6%,6%,4%[12.7 µM],21%,-3%,2%
CCOc1ccccc1C(=O)Nc1ccc2nc3c(c(Nc4ccc(OC)c(OC)c4)c2c1)CCCC3,11%,4%,-2,i,-13%,-29%[59 µM],-22%,-35%,?
O=C(CSc1n[nH]c(-c2cccnc2)n1)Nc1ccc([N+](=O)[O-])cc1Br,-4%,-8%,6,6%,-6%,?,13%,-1%,-16%
COc1ccc(CCNC(=O)CSc2nc3[nH]ncc3c(=O)n2-c2cccc(C(F)(F)F)c2)cc1OC,6%,0%,-20,-3%,-13%,-22%,8%,-18%,-13%
COc1ccc(OC)c(-n2c(=S)[nH]c3cc(C(=O)N4CCN(c5ccccc5)CC4)ccc3c2=O)c1,-26%,1%,-1,-2%,-5%,9%,23%,-18%,-26%
N#Cc1cccc(NC(=O)COC(=O)C2CCC2)c1,-4%,2%,1,-7%,-2%,-4%,-14%,-5%,-21%
Cc1ccc(CNc2nc(-c3ccco3)nn2S(=O)(=O)c2ccc3ccccc3c2)cc1,-14%,11%,-1,i,-25%,-31%[59 µM],5%,?,-16%
CC(C)OCCCn1c(=O)c2ccccc2n2c(-c3ccccc3F)nnc12,10%,-7%,-1,1%,-3%,-17%[59 µM],13%,-31%,-30%
